Screening data (PubChem BioAssay)
ADAM10 inh: ADAM10 inhibition, QFRET primary screen; actives 0.62% (n = 370,000); recombinant ADAM10, EDANS/DABCYL FRET peptide cleavage, 3 h; inhibition, % at 7 µM; AID 720582;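 active means inhibition above a per-campaign cutoff equal to the mean of compounds falling between control-based bounds plus 3 SD, cut at about 20% in these data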;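 further: 0% = DMSO wells while the 100% control is not disclosed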
ADAM17 inh: ADAM17 inhibition, QFRET primary screen; P78536; recombinant ADAM17, EDANS/DABCYL FRET peptide cleavage; inhibition, % at 6.95 µM; actives 0.83% (n = 370,000);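 active means inhibition above the mean of compounds lying between control limits plus 3 SD, set per campaign, cut at about 8.5% in these data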;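 further: 0% = DMSO-only wells as the low control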
Tn6 DDE FP: DD(E)-Tn6 binding inhibition, primary FP screen; inhibition, % at 8.3 µM; P02675; AID 720509; actives 0.21% (n = 370,000); Fibrin DD(E) TRITC-Tn6 fluorescence polarization displacement;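 active means inhibition above a per-campaign cutoff: mean of compounds within control limits plus 3 SD, cut at about 15% in these data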;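 further: 0% = median of all compound wells on the plate and 100% = blocking peptide control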
SIAE inh: human SIAE inhibition, primary screen; Q9HAT2; SIAE FP-Rh probe binding, fluorescence polarization; inhibition, % at 9.66 µM; actives 0.69% (n = 370,000);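 active means inhibition above a cutoff: mean of compounds within the control limits plus 3 SD of those, cut at about 17% in these data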;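 further: 0% = plate median of compound wells and 100% = probe without SIAE protein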
TDP2 inh: blocks human TDP2 phosphodiesterase activity; inhibition, % at 12.8 µM; recombinant TDP2, T5PNP hydrolysis, p-nitrophenol absorbance 415 nm; actives 0.34% (n = 370,000);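 active means inhibition above the mean of all tested compounds plus 3 SD, set per campaign, cut at about 25% in these data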;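 further: 0% = DMSO with enzyme and 100% = buffer with substrate but no TDP2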
Target sequence (O95551 whole entry, looked up): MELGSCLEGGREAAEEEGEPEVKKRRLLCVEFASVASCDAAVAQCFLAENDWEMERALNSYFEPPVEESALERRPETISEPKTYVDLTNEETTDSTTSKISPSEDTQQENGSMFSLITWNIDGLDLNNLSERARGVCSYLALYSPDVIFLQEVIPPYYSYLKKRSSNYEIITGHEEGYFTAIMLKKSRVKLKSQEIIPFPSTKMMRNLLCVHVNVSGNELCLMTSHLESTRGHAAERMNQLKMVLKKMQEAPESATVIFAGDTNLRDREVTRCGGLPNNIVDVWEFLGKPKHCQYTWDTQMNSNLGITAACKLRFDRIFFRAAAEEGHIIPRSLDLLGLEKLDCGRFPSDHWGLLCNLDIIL
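System – recombinant human TDP2 · Quantity – TDP2 enzyme at 120 nM final · Doses – single concentration, 12.8 µM nominal, with 1% DMSO · Incubation – 2 h at 37 °C · Measured by – epi absorbance of p-nitrophenol freed from T5PNP by hydrolysis · Read-out – % inhibition relative to enzyme-containing and enzyme-free wells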
PLC-beta3 inh: inhibitors of human phospholipase C beta3; Q01970; Purified PLC-beta3, fluorogenic substrate, fluorescence; inhibition, % at 12.2 µM; actives 0.18% (n = 370,000); in the data active means inhibition above about 11%;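 further: 0% = median of compound wells on plate and 100% = full blocker control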
PLCg1 inh: inhibitors of human phospholipase C gamma1 | P19174 | purified PLC-gamma1, fluorogenic substrate, fluorescence | inhibition, % at 12.2 µM | actives 0.84% (n = 370,000) | AID 720700; in the data active means inhibition above about 9.5%
DDE Tn7 FP inh: DD(E)-Tn7 binding inhibition, primary FP screen | actives 0.13% (n = 370,000) | AID 720508 | P02675 | FP displacement of FITC-Tn7 peptide from fibrin DD(E); 0% = median of compound wells per plate | inhibition, % at 8.3 µM;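 active means inhibition above the mean of compounds falling within the control limits plus 3 SD of them, cut at about 14% in these data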;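 further: 0% = plate median of compound wells and 100% = 10 µM Aha-Tn7 peptide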
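Assay system: Fibrin-DD(E) protein isolated from polymerized human fibrin clots; read-out basis: percent inhibition; medium: Tris/NaCl/CaCl2 buffer, pH 7.8; signal: FP measurement; incubation: 10 min plus 3 h, room temperature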
ARFGAP1 inh: rat ARFGAP1 inhibition. inhibition, % at 16.5 µM. Arfgap1-stimulated ARF1 GTP hydrolysis, GDP FP detection. AID 651572. actives 0.26% (n = 360,000). Q62848;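 active means inhibition above a per-plate limit, mean inhibition of low control wells plus 3 SD, cut at about 25% in these data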;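 further: 0% = DMSO wells with enzyme and 100% = wells lacking Arfgap1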
Target sequence (Q62848 1-136 limits assumed): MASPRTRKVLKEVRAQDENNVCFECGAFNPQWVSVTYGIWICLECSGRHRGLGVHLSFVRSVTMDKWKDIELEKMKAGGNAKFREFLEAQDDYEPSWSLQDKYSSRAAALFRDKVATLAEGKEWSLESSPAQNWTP
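Repeats: one replicate per compound; assay system: rat Arfgap1 catalytic domain, aa 1-136; times: enzyme reaction 120 min at 25 °C after 20 min preincubation; detection: FP of antibody-bound GDP Alexa 633 tracer, ex 620/em 688 nm; benchmarks: high control wells lacking Arfgap1, low control full reaction with DMSO; reagent: human ARF1(Δ1-17)-GTP substrate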
ASAP1 GAP inh: blocks human ASAP1-stimulated Arf1 GTP hydrolysis; GDP FP detection; inhibition, % at 16.5 µM; actives 0.19% (n = 360,000); in the data active means inhibition above about 25%;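 further: 0% = vehicle with enzyme and substrate and 100% = no enzyme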
Target sequence (Q9ULH1 325-724 limits assumed): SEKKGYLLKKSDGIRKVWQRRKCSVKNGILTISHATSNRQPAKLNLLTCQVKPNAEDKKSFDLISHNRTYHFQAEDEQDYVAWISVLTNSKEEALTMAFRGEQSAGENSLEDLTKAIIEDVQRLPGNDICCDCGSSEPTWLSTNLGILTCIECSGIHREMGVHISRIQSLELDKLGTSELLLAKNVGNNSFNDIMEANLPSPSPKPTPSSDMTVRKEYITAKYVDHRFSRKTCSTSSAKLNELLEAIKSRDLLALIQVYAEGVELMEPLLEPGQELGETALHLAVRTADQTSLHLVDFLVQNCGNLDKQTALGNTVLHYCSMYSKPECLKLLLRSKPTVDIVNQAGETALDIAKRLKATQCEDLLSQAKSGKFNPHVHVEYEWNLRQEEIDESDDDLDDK
Starred values were filed as active, the others as inactive. No enrichment for hits. Share with any hit: about 3.6%.

Results for O=C1c2ccncc2C(=O)N1CNc1ccc(Cl)cc1 ?
ADAM10 inh: 3; ADAM17 inh: 1; Tn6 DDE FP: 6; SIAE inh: 1; TDP2 inh: -1; PLC-beta3 inh: -1; PLCg1 inh: -2; DDE Tn7 FP inh: 4; ARFGAP1 inh: -10; ASAP1 GAP inh: -3

Results for Cc1cc(NC(=O)C(C)SCC(=O)N(C)CC(=O)Nc2ccc(F)cc2)no1 (stereo not drawn) ?
ADAM10 inh: -6; ADAM17 inh: -3; Tn6 DDE FP: -6; SIAE inh: 1; TDP2 inh: 7; PLC-beta3 inh: 2; PLCg1 inh: -3; DDE Tn7 FP inh: 4; ARFGAP1 inh: -3; ASAP1 GAP inh: -7

What do the screens show for `CS(=O)(=O)N(CC(=O)N1CCCC1)c1ccccc1Br`?
ADAM10 inh: -14; ADAM17 inh: 2; Tn6 DDE FP: 1; SIAE inh: -4; TDP2 inh: -16; PLC-beta3 inh: -6; PLCg1 inh: -1; DDE Tn7 FP inh: 6; ARFGAP1 inh: 18; ASAP1 GAP inh: -8

Results for Cn1c(C(=O)OC(C(=O)NC(C)(C)C)c2cccnc2)cc2sccc21 (stereo not drawn) ?
ADAM10 inh: 5; ADAM17 inh: 1; Tn6 DDE FP: -10; SIAE inh: 0; TDP2 inh: 6; PLC-beta3 inh: 1; PLCg1 inh: -1; DDE Tn7 FP inh: 1; ARFGAP1 inh: 6; ASAP1 GAP inh: -5

Results for CCOC(=O)c1cccc(-n2cccc2/C=C2\NC(=O)N(CC(=O)O)C2=O)c1 ?
ADAM10 inh: -23; ADAM17 inh: -1; Tn6 DDE FP: 4; SIAE inh: 4; TDP2 inh: -4; PLC-beta3 inh: -9; PLCg1 inh: -1; DDE Tn7 FP inh: 3; ARFGAP1 inh: 9; ASAP1 GAP inh: 18

Results for NS(=O)(=O)c1ccc(CCNC(=O)C(=O)c2cn(CC(=O)N3CCCC3)c3ccccc23)cc1 ?
ADAM10 inh: -11; ADAM17 inh: -2; Tn6 DDE FP: -1; SIAE inh: 2; TDP2 inh: 13; PLC-beta3 inh: -11; PLCg1 inh: -1; DDE Tn7 FP inh: -2; ARFGAP1 inh: 7; ASAP1 GAP inh: 3

Results for COc1ccc(C2=Nc3ccccc3NC(=O)C2N(CCCn2ccnc2)C(=O)c2cccc(S(C)(=O)=O)c2)cc1 (stereo not drawn) ?
ADAM10 inh: -10; ADAM17 inh: 2; Tn6 DDE FP: 6; SIAE inh: -1; TDP2 inh: 4; PLC-beta3 inh: -20; PLCg1 inh: -10; DDE Tn7 FP inh: -6; ARFGAP1 inh: 2; ASAP1 GAP inh: -5

What do the screens show for `CCOC(=O)C1C(=O)C=C(c2cccs2)CC1c1ccccc1` (stereo not drawn)?
ADAM10 inh: -9; ADAM17 inh: -3; Tn6 DDE FP: 8; SIAE inh: 4; TDP2 inh: 0; PLC-beta3 inh: -2; PLCg1 inh: -5; DDE Tn7 FP inh: 2; ARFGAP1 inh: 5; ASAP1 GAP inh: 1

Results for O=C1NC(=O)N(c2ccc(Cl)cc2)C(=O)/C1=C/c1ccc2c(c1)CCN2Cc1ccccc1Cl ?
ADAM10 inh: -9; ADAM17 inh: -3; Tn6 DDE FP: 4; SIAE inh: -5; TDP2 inh: -13; PLC-beta3 inh: -3; PLCg1 inh: 2; DDE Tn7 FP inh: -3; ARFGAP1 inh: -6; ASAP1 GAP inh: -9

How did Cc1cc(=O)oc2cc(OCC(=O)NCCCN3CCCC3=O)ccc12 do in these assays?
ADAM10 inh: -102; ADAM17 inh: -22; Tn6 DDE FP: -4; SIAE inh: 7; TDP2 inh: 11; PLC-beta3 inh: -7; PLCg1 inh: -5; DDE Tn7 FP inh: -2; ARFGAP1 inh: -4; ASAP1 GAP inh: 14

How did COc1ccc(CCNC(=O)C2CC2)cc1 do in these assays?
ADAM10 inh: 1; ADAM17 inh: -1; Tn6 DDE FP: 4; SIAE inh: -3; TDP2 inh: 2; PLC-beta3 inh: -5; PLCg1 inh: 0; DDE Tn7 FP inh: -3; ARFGAP1 inh: 11; ASAP1 GAP inh: -2

What do the screens show for `O=C(NCc1ccccn1)Nc1ccc(F)c(Cl)c1`?
ADAM10 inh: -9; ADAM17 inh: -4; Tn6 DDE FP: 6; SIAE inh: 5; TDP2 inh: 4; PLC-beta3 inh: -8; PLCg1 inh: 2; DDE Tn7 FP inh: -1; ARFGAP1 inh: 4; ASAP1 GAP inh: -2

What do the screens show for `CCOC(=O)c1c(C)nc2c3ccccc3ccn12`?
ADAM10 inh: -10; ADAM17 inh: -7; Tn6 DDE FP: 5; SIAE inh: -7; TDP2 inh: -12; PLC-beta3 inh: -1; PLCg1 inh: 3; DDE Tn7 FP inh: 2; ARFGAP1 inh: -10; ASAP1 GAP inh: -10

What do the screens show for `O=[N+]([O-])c1cc(-c2csc(NC(CO)c3nc4ccccc4n3CCOCCO)n2)ccc1Cl` (stereo not drawn)?
ADAM10 inh: 10; ADAM17 inh: 7; Tn6 DDE FP: -3; SIAE inh: 6; TDP2 inh: -8; PLC-beta3 inh: -2; PLCg1 inh: 3; DDE Tn7 FP inh: -5; ARFGAP1 inh: 7; ASAP1 GAP inh: 19

Results for O=C1C(=O)N(Cc2ccco2)C(c2cccs2)/C1=C(\O)c1cccc([N+](=O)[O-])c1 (stereo not drawn) ?
ADAM10 inh: 4; ADAM17 inh: -3; Tn6 DDE FP: 3; SIAE inh: -7; TDP2 inh: 3; PLC-beta3 inh: 2; PLCg1 inh: 1; DDE Tn7 FP inh: -1; ARFGAP1 inh: -8; ASAP1 GAP inh: -5

What do the screens show for `Cc1ccc2cccc(NS(=O)(=O)c3ccccc3)c2n1`?
ADAM10 inh: -3; ADAM17 inh: -3; Tn6 DDE FP: 6; SIAE inh: -6; TDP2 inh: 5; PLC-beta3 inh: -52; PLCg1 inh: -48; DDE Tn7 FP inh: 0; ARFGAP1 inh: 14; ASAP1 GAP inh: 1

What do the screens show for `O=C(NC1CC1)c1cccc(NC(=O)C2CCN(S(=O)(=O)c3ccccc3C(F)(F)F)CC2)c1`?
ADAM10 inh: -8; ADAM17 inh: -4; Tn6 DDE FP: -3; SIAE inh: -1; TDP2 inh: -8; PLC-beta3 inh: 0; PLCg1 inh: 6; DDE Tn7 FP inh: 3; ARFGAP1 inh: 4; ASAP1 GAP inh: 7

Results for O=[N+]([O-])c1ccc(/C=N/N2CCCCC2)cc1 ?
ADAM10 inh: 4; ADAM17 inh: -5; Tn6 DDE FP: 3; SIAE inh: 6; TDP2 inh: -12; PLC-beta3 inh: 0; PLCg1 inh: -1; DDE Tn7 FP inh: 8; ARFGAP1 inh: 4; ASAP1 GAP inh: -11

How did C=CCOc1ccc(C(=O)c2ccccc2)c(OCC(=O)NC2(C#N)CCCC2)c1 do in these assays?
ADAM10 inh: 9; ADAM17 inh: 6; Tn6 DDE FP: 1; SIAE inh: -4; TDP2 inh: 1; PLC-beta3 inh: -6; PLCg1 inh: -1; DDE Tn7 FP inh: -2; ARFGAP1 inh: 7; ASAP1 GAP inh: 2

How did Cc1cnc(CN2CCCC(C(=O)c3ccc4c5c(cccc35)CC4)C2)[nH]1 (stereo not drawn) do in these assays?
ADAM10 inh: -164; ADAM17 inh: -57; Tn6 DDE FP: 3; SIAE inh: 6; TDP2 inh: 3; PLC-beta3 inh: -92; PLCg1 inh: -66; DDE Tn7 FP inh: 8; ARFGAP1 inh: -11; ASAP1 GAP inh: -6

How did COc1ccccc1NC(=O)c1c(N=Cc2c(O)ccc3ccccc23)cnn1C do in these assays?
ADAM10 inh: -6; ADAM17 inh: -5; Tn6 DDE FP: 8; SIAE inh: -4; TDP2 inh: 9; PLC-beta3 inh: -11; PLCg1 inh: 0; DDE Tn7 FP inh: 2; ARFGAP1 inh: -5; ASAP1 GAP inh: 7

How did O=C(C1=C(O)C(=O)N(Cc2cccnc2)C1c1ccccn1)c1cccs1 (stereo not drawn) do in these assays?
ADAM10 inh: 6; ADAM17 inh: 0; Tn6 DDE FP: -2; SIAE inh: 0; TDP2 inh: 7; PLC-beta3 inh: 2; PLCg1 inh: 1; DDE Tn7 FP inh: 2; ARFGAP1 inh: 6; ASAP1 GAP inh: -2

Results for CCOC(=O)C1CCN(CC(=O)NC(=O)NC2CCCCC2)CC1 ?
ADAM10 inh: -10; ADAM17 inh: -2; Tn6 DDE FP: -1; SIAE inh: -3; TDP2 inh: -1; PLC-beta3 inh: -3; PLCg1 inh: -2; DDE Tn7 FP inh: 6; ARFGAP1 inh: -7; ASAP1 GAP inh: -7

How did CCOc1ccc(C(=O)NC2CC3CCCC(C2)N3CC(C)C)cc1 (stereo not drawn) do in these assays?
ADAM10 inh: 0; ADAM17 inh: -2; Tn6 DDE FP: 3; SIAE inh: 0; TDP2 inh: 11; PLC-beta3 inh: 3; PLCg1 inh: -1; DDE Tn7 FP inh: 0; ARFGAP1 inh: 2; ASAP1 GAP inh: 0

Results for Cc1ccccc1CN(C)C(=O)COC(=O)CSc1ccc([N+](=O)[O-])cc1 ?
ADAM10 inh: -1; ADAM17 inh: -1; Tn6 DDE FP: -2; SIAE inh: 2; TDP2 inh: 5; PLC-beta3 inh: 4; PLCg1 inh: -3; DDE Tn7 FP inh: 0; ARFGAP1 inh: 11; ASAP1 GAP inh: -1

Results for Cc1ccc(CCN2C(=O)CCC2(C)C(=O)NCc2cccnc2)cc1 (stereo not drawn) ?
ADAM10 inh: 7; ADAM17 inh: -7; Tn6 DDE FP: -1; SIAE inh: -2; TDP2 inh: 12; PLC-beta3 inh: 2; PLCg1 inh: -1; DDE Tn7 FP inh: -6; ARFGAP1 inh: 1; ASAP1 GAP inh: 8

How did O=C(Cc1c(Cl)cccc1Cl)NCCc1ccc(Cl)cc1 do in these assays?
ADAM10 inh: -4; ADAM17 inh: 0; Tn6 DDE FP: 0; SIAE inh: -2; TDP2 inh: 1; PLC-beta3 inh: 2; PLCg1 inh: 0; DDE Tn7 FP inh: -5; ARFGAP1 inh: 3; ASAP1 GAP inh: -1

How did CC(=O)c1ccc(S(=O)(=O)N2CCNC(=O)C2)cc1 do in these assays?
ADAM10 inh: -16; ADAM17 inh: -7; Tn6 DDE FP: 8; SIAE inh: -3; TDP2 inh: -2; PLC-beta3 inh: -9; PLCg1 inh: 0; DDE Tn7 FP inh: 8; ARFGAP1 inh: -4; ASAP1 GAP inh: -6
